# From PubChem
# mIDH1 inhibitor – inhibitors of human mutant IDH1 R132H. 0.093% of 390,000 active. Potency, µM (doses to about 76.6 µM), inactives show top-dose activity change, negative = inhibition, actives largely listed as inhibitors. IDH1-R132H enzyme, NADPH consumption, diaphorase/resazurin fluorescence; further: on the % scale 0 is the no-effect control and ±100 the full control effect; nearly all actives have a fitted effect of over 65% in size
#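 IDH1-R132H (0.5 ug/mL dispensed) in pH 7.5 Tris buffer was preincubated 30 min with compound, then given a substrate mix of 0.016 mM NADPH and 2 mM alpha-KG for 80 min at room temperature; remaining NADPH was read by diaphorase/resazurin fluorescence.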
# USP1-UAF1 inh – inhibitors of human USP1/UAF1 deubiquitinase; O94782; recombinant USP1/UAF1, Ub-Rhodamine cleavage fluorescence; 0.23% of 390,000 active; AID 743255; Potency, µM (series often up to 57.1 µM), without a hit: at the highest dose activity change, negative = inhibition, actives largely listed as inhibitors; further: on the % scale 0 is the no-effect control and ±100 the full control effect; nearly all actives have a fitted effect of over 60% in size; inactives centre near -12
#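 In this screen, compounds sit with the deubiquitinase complex (1nM) for 15 min at room temperature before Ub-Rho is added at 150nM final. Fluorescence rise is then followed for 6 reads every 60 seconds.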
# Vif-A3F inh – blocks the Vif interaction with APOBEC3F; HeLa A3F-eYFP + Vif (tagged APOBEC3F with the HIV-1 protein that degrades it), YFP fluorescence increase; Potency, µM (highest dose often 46.1 µM), without a hit: top-dose activity, negative = active; 0.2% of 390,000 active; AID 602313; further: % of control where 0% means no effect; nearly all actives have a fitted effect of over 65% in size
#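 HeLa cells stably expressing Vif plus C-terminally eYFP-tagged A3F were seeded, incubated overnight at 37 deg C, dosed with compound, incubated overnight again at 37 deg C. Yellow fluorescence (Ex 488/Em 500-530) reported blocked Vif-mediated A3F-eYFP degradation.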
# TrxR1 inh – inhibitors of rat thioredoxin reductase 1. O89049. recombinant rTrxR1, NADPH fluorescence consumption, selenite substrate. Potency, µM (series often up to 114 µM), inactives show top-dose activity change, negative = inhibition, actives largely listed as inhibitors. 1% of 390,000 active; further: on the % scale 0 is the no-effect control and ±100 the full control effect; nearly all actives have a fitted effect of over 65% in size
# Target sequence (O89049 whole entry, looked up): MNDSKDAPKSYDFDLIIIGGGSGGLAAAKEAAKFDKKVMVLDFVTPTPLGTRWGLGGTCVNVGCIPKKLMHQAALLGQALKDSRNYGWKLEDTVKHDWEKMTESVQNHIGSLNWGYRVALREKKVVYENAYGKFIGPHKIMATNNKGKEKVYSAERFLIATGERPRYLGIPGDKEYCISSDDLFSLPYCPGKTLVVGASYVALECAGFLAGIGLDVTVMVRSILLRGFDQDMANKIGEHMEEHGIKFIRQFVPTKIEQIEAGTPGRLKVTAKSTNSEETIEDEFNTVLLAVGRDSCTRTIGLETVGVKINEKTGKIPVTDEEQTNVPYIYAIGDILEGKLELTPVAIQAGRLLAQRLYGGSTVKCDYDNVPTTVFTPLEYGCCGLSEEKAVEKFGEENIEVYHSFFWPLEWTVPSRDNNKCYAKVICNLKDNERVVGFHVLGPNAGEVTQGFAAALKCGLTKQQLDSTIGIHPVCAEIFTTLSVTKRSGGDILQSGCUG
#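 Rat TrxR1 (90 nM in the dispensed reagent) was pre-reduced with 400 uM NADPH for 5 min at room temperature, then incubated with compound for 15 min. After 400 uM selenite was added, NADPH fluorescence (Ex 340/Em 450 nm) was followed for 8 min.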
# RXFP1 ag – activates the human relaxin receptor RXFP1. Q9HBX9. 0.3% of 370,000 active. Potency, µM (highest dose often 57.5 µM), inactives show at the top dose activation, most hits filed as activators. AID 2676. HEK293T-RXFP1 cAMP TR-FRET, 30 min; response scale: percent of porcine relaxin response, buffer zero; further: on the % scale 0 is the no-effect control and ±100 the full control effect; nearly all actives have a fitted effect of over 60% in size; many of its hits are not listed in these tables
#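 cAMP rise read by TR-FRET after 30 min, 37C compound exposure (up to 58 uM) in RXFP1-transfected HEK293 cells with Ro 20174 present. EC50 from Hill-equation fits, with 29 nM porcine relaxin as 100% and buffer as basal.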
# 12-LOX inh – blocks human arachidonate 12S-lipoxygenase. P18054. purified 12hLO, xylenol orange hydroperoxide absorbance. Potency, µM (doses to about 108 µM), without a hit: at the top dose activity change, negative = inhibition, actives largely listed as inhibitors. 1.1% of 580,000 active. AID 1671190; further: on the % scale 0 is the no-effect control and ±100 the full control effect
#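 Purified human 12hLO at 150 nM in 25 mM Hepes, 0.01% Triton X-100, pH 7.0, preincubated 15 min at room temperature with compound. Reaction started with 40 uM arachidonic acid, 30 min at room temperature. Hydroperoxide measured by Fe-xylenol orange, 573/405 nm absorbance ratio.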
# TrxR1 substrate – substrates of rat thioredoxin reductase 1. purified TrxR1 substrate turnover, NADPH consumption readout. Potency, µM (doses to about 114 µM), for the others: at the top dose activity change, negative = substrate turnover. 0.01% of 390,000 active; further: on the % scale 0 is the no-effect control and ±100 the full control effect; nearly all actives have a fitted effect of over 50% in size
#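 Rat TrxR1, dispensed at 90 nM, was prereduced with 400 uM NADPH (final) for 5 min at ~22 deg C, then incubated with compound 15 min before 400 uM selenite. A first-read NADPH fluorescence drop versus no-compound background flagged substrates.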
# RGS4 inh – human RGS4 inhibition | P49798 | Transcreener GDP fluorescence polarization, RGS4-accelerated GTP hydrolysis | Potency, µM (top dose mostly 114 µM), for inactives: top-dose activity change, negative = inhibition, actives largely listed as inhibitors | 0.039% of 390,000 active | AID 504845; further: on the % scale 0 is the no-effect control and ±100 the full control effect; nearly all actives have a fitted effect of over 75% in size; some results filed as inactive show a strong effect at the top dose
# Target sequence (P49798 whole entry, looked up): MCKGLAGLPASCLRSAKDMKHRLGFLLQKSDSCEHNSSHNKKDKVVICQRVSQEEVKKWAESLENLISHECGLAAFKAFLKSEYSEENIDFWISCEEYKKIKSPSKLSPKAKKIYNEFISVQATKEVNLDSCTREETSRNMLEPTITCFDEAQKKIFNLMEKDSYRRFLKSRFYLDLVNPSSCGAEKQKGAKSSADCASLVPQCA
#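 MLSMR compounds (23 nl, pin-transferred) preincubated 10 min at room temperature with a 500nM (2x) first reagent, then RGS4 at 900nM (2x) plus Transcreener GDP mix added; fluorescence polarization (620/688 nm) read before and after 90 min at 30 °C.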
# Vif-A3G inh – blocks the Vif interaction with human APOBEC3G; 0.076% of 410,000 active; AID 602310; HeLa A3G-eYFP + Vif (tagged APOBEC3G with the HIV-1 protein that degrades it), YFP fluorescence, overnight; Potency, µM (doses to about 46.1 µM), without a hit: at the highest dose activity, negative = active, hits mostly inhibitors;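 further: on the % scale 0 is the no-effect control and ±100 the full control effect; nearly all actives have a fitted effect of over 60% in size; hits raise eYFP signal because A3G escapes Vif-driven loss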
#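 HeLa cells stably expressing Vif and C-terminally eYFP-tagged A3G, seeded overnight at 37 deg C, then exposed to compound by pintool overnight at 37 deg C. Rise in yellow fluorescence (Ex 488/Em 500-530, Acumen) marks blocked Vif-driven A3G degradation.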
# The depositor's hits bear a star; ? = inconclusive; / = no result given; & = joins results of further samples; [ ] = remark or other dose. The call rests on the fitted dose curve; in most records, active means well fitted curve in the direction sought with a large enough effect; inconclusive means small, poorly fitted or top-dose-only effect, or another doubt; inactive means no such curve, though single readings can be large; an effect the other way counts as inactive or inconclusive. Potency means the concentration at half of the fitted maximal effect. The list is partial; rates above refer to the full screens.
SMILES,mIDH1 inhibitor,USP1-UAF1 inh,Vif-A3F inh,TrxR1 inh,RXFP1 ag,12-LOX inh,TrxR1 substrate,RGS4 inh,Vif-A3G inh
O=C(NCc1cccs1)C1CC(=O)N(c2ccccc2)C1 (stereo not given),3%,-10%,-3%,8%,0.3%,-3%,0%,-22%,0%
CCN(CC)CCNc1ncnc2c1sc1nc(N3CCOCC3)c3c(c12)CCCC3,9%,-23%,-2%,19%,6.0%,-15%,9%,-10%,2%
CCc1ccc(N(C(=O)c2csnn2)C(C(=O)NC2CCCC2)c2cccnc2)cc1 (stereo not given),7%,-6%,-7%,4%[57.1 µM],-1.5%,1%,8%[0.0914 µM],2%,-3%
Cc1ccc(C)c(NS(=O)(=O)c2c(C)nn(C)c2C)c1,13%,1%,2%,4%,-0.3%,5%,5%,38%,1%
COc1ccc(N2CCN(C(=O)c3cccc(NC4=NC5CS(=O)(=O)CC5S4)c3)CC2)cc1 (stereo not given),0%,-25%,-8%,14%,-0.1%,-3%,2%,-11%[56.9 µM],-1%
CCOC(=O)C(C(=O)OCC)C(Nc1cccc(Br)c1)c1ccccc1 (stereo not given),6%,-19%,-20%,?,4.5%,0%,0%,-31%,?
O=C(c1cc(COc2ccc(F)cc2Cl)on1)N1CCCCC1c1cccnc1 (stereo not given),11%,-8%,-6%,5%,-1.2%,20%,-7%,23%,1%
O=C(c1cc(S(=O)(=O)N2CCOCC2)ccc1F)N1CCc2ccccc21,2%,0%,0%,4%,/,-20%,-2%,9%,3%
Cn1cc(Cl)c(C(=O)NNC(=S)NC2CCCCC2)n1,0%,-11%,-7%,-10%,-0.4%,-21%,-4%[0.457 µM],-26%,-5%
CSc1nnc2c3ccccc3c3ccccc3c2n1,5%,-4%,-4%,7%[57.1 µM],13%,?,-5%,-15%[11.4 µM],0%
Cn1c(SCCS(=O)(=O)c2ccc(Cl)cc2)nnc1-c1ccccc1,-1%,-6%,-4%,19%[57.1 µM],1.2%,0%,14%[57.1 µM],-28%,-2%
O=C(CN1CCOCC1)N1CCCc2ccccc21,1%,-15%,2%,-14%,-0.5%,-21%,-5%[57.1 µM],-42%,-2%
CCOC(=O)c1cnc2nc(SCc3ccccc3Cl)[nH]n2c1=O,-5%,-10%,0%,17%,/,-11%,6%,9%,1%
O=C1CSC(=S)N1c1ccccc1,4%,-23%,10%,-6%[11.4 µM],/,-5%,11%[57.1 µM],-22%,-4%
COc1cc([N+](=O)[O-])ccc1NC(=O)CCN1C(=O)C2C3CCC(C3)C2C1=O (stereo not given),3%,-8%,2%,-7%,0.9%,-6%,-2%,-12%,-1%
COc1ccc(Cn2c(CO)cnc2SCc2ccc(F)cc2)cc1,3%,?,6%,7%[57.1 µM],0.3%,-25%,-3%[57.1 µM],5%,4%
CCCCN(C(=O)CN1CCOCC1)c1c(N)n(CC(C)C)c(=O)[nH]c1=O,-1%,5%,3%,-11%,1.4%,19%,-12%,3%,2%
COc1ccccc1NC(=O)C1CCN(c2ncnc3c2nc2n3CCCCC2)CC1,-7%&0%,-9%&-17%,-1%&6%,23%,5.7%&7.3%,14%&-20%,0%,6%&-7%,4%&-8%
CCOC(=O)c1cnc2c(Cl)cc(Cl)cc2c1Nc1ccccc1OC,-2%,-22%,7%,4%,0.1%,-28%,-2%,10%,-1%
O=C(/C=C/c1c(F)cccc1Cl)c1ccc(O)cc1,3%,-21%,-25%,?,-3.1%,?,3%,?,-23%

# One compound at a time, from the list above.
# O=C(CN1CCOCC1)N1CCCc2ccccc21 as listed: mIDH1 inhibitor = 1%; USP1-UAF1 inh = -15%; Vif-A3F inh = 2%; TrxR1 inh = -14%; RXFP1 ag = -0.5%; 12-LOX inh = -21%; TrxR1 substrate = -5%[57.1 µM]; RGS4 inh = -42%; Vif-A3G inh = -2%
# O=C1CSC(=S)N1c1ccccc1 as listed: mIDH1 inhibitor = 4%; USP1-UAF1 inh = -23%; Vif-A3F inh = 10%; TrxR1 inh = -6%[11.4 µM]; RXFP1 ag = /; 12-LOX inh = -5%; TrxR1 substrate = 11%[57.1 µM]; RGS4 inh = -22%; Vif-A3G inh = -4%

# (more compounds)
SMILES,mIDH1 inhibitor,USP1-UAF1 inh,Vif-A3F inh,TrxR1 inh,RXFP1 ag,12-LOX inh,TrxR1 substrate,RGS4 inh,Vif-A3G inh
O=C1[C@@H]2C(Cc3ccc(O)cc3)NC3(C(=O)Nc4ccc(F)cc43)[C@@H]2C(=O)N1c1ccccc1 (stereo not given in full),0%,-19%,/,?,-1.1%,-5%,-3%,-14%,-9%
Cn1ncc(Br)c1C(=O)N1CCc2ccccc21,6%,-7%,2%,4%,2.3%,3%,-2%,22%,-1%
CCOc1c(Br)cc(C2CC(=O)Nc3cc(OC)c(OC)cc32)cc1OC (stereo not given),-5%,-9%,-19%,0%[57.1 µM],2.1%,-19%,-5%,5%,-16%
COc1cc2c3c(c1)C(C)=CC(C)(C)N3C(=O)C2=O,0%,-20%,-2%,6%,-2.2%,-13%,7%[57.1 µM],-28%,7%
COc1ccc2c(c1)O/C(=C\c1ccco1)C2=O,0%,-5%,-21%,-6%[57.1 µM],0.4%,31%[activator],1%[57.1 µM],-31%,-7%
O=C(NCc1ccc2c(c1)OCO2)c1ccc2c(c1)N(Cc1cccc(Cl)c1)C(=O)c1ccccc1S2=O (stereo not given),0%,-12%,-11%,18%[57.1 µM],1.8%,?,-1%[57.1 µM],6%,-8%
C/C(=N\NC(=O)c1nnn(-c2nonc2N)c1C(C)C)c1ccc2ccccc2c1,1%,-9%,-13%,35%,-3.5%,16%,5%,29%,0%
O=C(COc1ccc2ccc(=O)oc2c1)NCCCn1ccnc1,-2%,-19%,0%,14%,-2.3%,3%,21%,-4%,0%
O=C1c2cccc3cccc(c23)C(=O)N1c1cccnc1,0%,-13%,-4%,0%,2.0%,14%,33%[activator],8%,0%
COc1ccc(N2CCN(C(=O)CCNC(=O)c3ccc(Br)cc3)CC2)cc1,-2%,0%,-8%,-4%,-0.3%,-22%,-6%,?,-3%

# Some of these compounds in order of heavy-atom count, largest number first.
SMILES,mIDH1 inhibitor,USP1-UAF1 inh,Vif-A3F inh,TrxR1 inh,RXFP1 ag,12-LOX inh,TrxR1 substrate,RGS4 inh,Vif-A3G inh
CCc1ccc(N(C(=O)c2csnn2)C(C(=O)NC2CCCC2)c2cccnc2)cc1 (stereo not given),7%,-6%,-7%,4%[57.1 µM],-1.5%,1%,8%[0.0914 µM],2%,-3%
COc1ccc(N2CCN(C(=O)CCNC(=O)c3ccc(Br)cc3)CC2)cc1,-2%,0%,-8%,-4%,-0.3%,-22%,-6%,?,-3%
O=C(c1cc(S(=O)(=O)N2CCOCC2)ccc1F)N1CCc2ccccc21,2%,0%,0%,4%,/,-20%,-2%,9%,3%
Cn1c(SCCS(=O)(=O)c2ccc(Cl)cc2)nnc1-c1ccccc1,-1%,-6%,-4%,19%[57.1 µM],1.2%,0%,14%[57.1 µM],-28%,-2%
O=C1c2cccc3cccc(c23)C(=O)N1c1cccnc1,0%,-13%,-4%,0%,2.0%,14%,33%[activator],8%,0%
COc1ccc2c(c1)O/C(=C\c1ccco1)C2=O,0%,-5%,-21%,-6%[57.1 µM],0.4%,31%[activator],1%[57.1 µM],-31%,-7%

# (cont.)
SMILES,mIDH1 inhibitor,USP1-UAF1 inh,Vif-A3F inh,TrxR1 inh,RXFP1 ag,12-LOX inh,TrxR1 substrate,RGS4 inh,Vif-A3G inh
Cc1ccc2c(c1)sc1nc(=O)n(-c3ccc(Cl)c(Cl)c3)c(=O)n12,-15%&6%,-14%&-16%,3%&2%,21%&16%,6.7%&-1.2%,-21%&0%,3%&-1%,7%&-39%,-1%&2%
CC1CCC(NC(=O)c2ccc(CS(=O)(=O)c3ccc(Cl)cc3)o2)CC1 (stereo not given),11%,-10%,0%,-3%[57.1 µM],-1.3%,-19%,-2%[57.1 µM],14%,6%
OCCNCCOCCOc1ccccc1-c1ccccc1,1%,-14%,2%,2%,2.6%,-8%,2%,-12%,4%
CCn1cc(Br)c(C(=O)Nc2ccc(Cl)c(Cl)c2)n1,0%,-22%,/,-17%,-0.5%,-17%,-10%,-14%,2%
Cc1[nH]c(C)c(S(=O)(=O)N2CCN(c3cccc(C(F)(F)F)c3)CC2)c1C(=O)N1CCCCC1,-2%,?,-2%,39%,-0.4%,41%[activator],10%,25%,4%
COc1ccc2nc(NC(=O)c3nc(SCc4ccccc4F)ncc3Cl)sc2c1,0%,-21%,1%,28%,1.7%,?,5%,-14%,4%
COc1ccc(CCNC(=O)c2cccs2)cc1,-4%,-8%,-8%,10%,-0.2%,67%[activator],-1%,27%,-6%
CCC1CCCCN1C(=O)COC(=O)c1cncc(Br)c1 (stereo not given),10%,?,-8%,/,/,0%,/,/,-4%
